IkB signaling = IkB pathway inhibition in ABC-DLBCL cells; ABC-DLBCL IkBa-CBG/CBR dual luciferase ratio, 4 h; response scale: scaled: untreated 0%, proteasome inhibitor 100%; Potency, µM (top dose mostly 57.1 µM), for inactives: at the top dose IkBa stabilization activation; actives 0.04% (n = 110,000); AID 445; active = well fitted curve in the direction sought with a large enough effect in the signal ratio, not every such curve was filed as active; inconclusive = small, poorly fitted or top-dose-only effect, or a change in a side signal; the % refers to the signal ratio;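 note: the direction sought is a rising ratio; 0% = basal untreated cells and 100% = reference inhibitor full response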
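In this assay, an IκBα–CBG68 fusion accumulates when IKK-driven degradation is blocked; native CBR normalizes for cell number. OCI-Ly3 cells were treated 4 h with compound and doxycycline, then green and red light read after Chroma-Glo addition.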
p53ts 39C tox = p53ts cell cytotoxicity, nonpermissive temperature; H1299-p53A138V viability at 39C, ATP luminescence, 24 h; Potency, µM (doses to about 46.1 µM), inactives show at the top dose activity change, negative = cell killing, hits mostly cytotoxic; actives 1.5% (n = 130,000); AID 902; note: nearly all actives have a fitted effect of over 55% in size
p53ts 32C tox = p53ts cell cytotoxicity, permissive temperature; H1299-p53A138V at 32C, ATP luminescence viability, 24 h; Potency, µM (titrated, usually from 46.1 µM), inactives show top-dose activity change, negative = cytotoxicity, actives largely listed as cytotoxic; actives 0.93% (n = 130,000); AID 924;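 note: 0% = DMSO and -100% = full killing by reference compound; nearly all actives have a fitted effect of over 55% in size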
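Cells: H1299 p53ts (A138V), 600/well, pre-incubated 16–30 h at 37C. Cpd up to 46 uM, 24 h, 32C. Readout: ATPlite luminescence, 20 min RT. Normalization: DMSO vs tamoxifen 100 uM. AC50 by Hill equation.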
Imprint erasure = genomic imprint erasure induction; AID 1948; actives 0.02% (n = 110,000); Potency, µM (top dose mostly 60.7 µM), without a hit: top-dose activity change, positive = activation, most hits filed as activators; mouse ES Peg3-LacZ reporter, beta-gal luminescence, 40 h;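 note: 0% = negative control wells on the plate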
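Gelatin-coated wells received 300 freshly trypsinized female ES cells with a Peg3LacZ-Neo reporter on the maternal allele, then incubated 40 hours at 37C. BetaGlo was added for 5 minutes at room temperature before a single luminescence read.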
* = called active by the depositor; ? = inconclusive; / = no result given; [ ] = dose if it differs, or a comment. Unless noted, calls come from the whole dose curve; as a rule, active = well fitted curve in the direction sought with a large enough effect; inconclusive = small, poorly fitted or top-dose-only effect, or another doubt; inactive = no such curve, though single readings can be large; an effect the other way counts as inactive or inconclusive. Unless noted, % is set by controls: 0 for no effect and ±100 for the full control effect; potency is the fitted concentration of half-maximal effect. Rows are unselected. Share with any hit: about 1.8%.

cpd | SMILES | IkB signaling | p53ts 39C tox
1 | COc1ccc(-c2noc(CSc3nc(N)c(-c4ccccc4)c(=O)[nH]3)n2)cc1OC | -2.8% | 0.6%
2 | O=S1(=O)N=C(Nc2ccc(O)c(CN3CCCCC3)c2)c2ccccc21 | -2.3% | 9.5%
3 | COc1ccc(C(=O)Oc2ccc(C3NC(=O)c4c(sc5c4CCN(C)C5)N3)cc2OC)cc1 (stereo not drawn) | -5.7% | -11.6%
4 | O=S(=O)(Cc1ccccc1)Nn1cnnc1 | / | 4.2%
5 | COC(=O)C1=C(N)Oc2cc(C)n(Cc3ccncc3)c(=O)c2C1c1cccnc1 (stereo not drawn) | -0.5% | 1.7%
6 | O=C(O)Cn1c(P(=O)(O)c2ccccc2)nc2ccccc21 | -0.6% | -0.2%
7 | Nc1cc(Cl)ccc1Oc1ccccc1 | -0.6% | -5.5%
8 | CC(C)c1cccc(C(C)C)c1NC1=NS(=O)(=O)c2ccccc21 | 2.8% | 18.7%

cpd | p53ts 32C tox | Imprint erasure
1 | -0.5% | -9.6%
2 | 0.8% | -1.5%
3 | -4.5% | -8.0%[10.9 µM]
4 | 1.2% | /
5 | -6.2% | -7.6%
6 | -7.3% | -6.1%
7 | -7.4% | -8.1%
8 | 5.7% | -2.4%[10.9 µM]

Additional entries:
cpd | SMILES | IkB signaling | p53ts 39C tox
9 | c1ccc(CSc2ncccn2)cc1 | 2.9% | 2.7%
10 | COc1ccc(Cl)cc1NC(=O)Cn1cccc1 | -1.9% | 3.8%
11 | O=C(/C=C/c1ccccc1)N1CCN(Cc2cc(=O)n3nc(-c4ccccc4F)sc3n2)CC1 | ? | -9.9%
12 | O=S(=O)(/N=C/N1CCOCC1)c1ccc(Cl)cc1 | -0.9% | 4.5%
13 | COC(=O)c1cccc(NC(=O)c2nn(C)c(=O)c3ccccc23)c1 | 0.5% | -14.7%
14 | CCc1ccc(NC(=O)c2cccnc2)cc1 | 1.2% | -21.6%
15 | O=C1c2ccccc2C(O)(Cc2ccccc2)N1Cc1ccco1 (stereo not drawn) | 1.3% | -5.0%
16 | CCOC(=O)c1ccc(N2Cc3cc(C)c(C)cc3C2)cc1O | 6.7% | -4.7%

cpd | p53ts 32C tox | Imprint erasure
9 | 1.2% | -13.7%
10 | 19.7% | -13.5%
11 | 1.3% | -11.5%[10.9 µM]
12 | 1.9% | -2.4%
13 | -8.3% | -7.9%
14 | -6.1% | -56.5%[inhibitor]
15 | -2.8% | -10.2%
16 | -4.0% | -4.9%

(more compounds)
cpd | SMILES | IkB signaling | p53ts 39C tox
17 | O=P(O)(O)CCP(=O)(c1ccccc1)c1ccccc1 | 1.7% | -5.9%
18 | Cc1ccc(C)c(N(C(=O)CS(=O)CC(=O)Nc2ccc3c(c2)OCO3)C(C)C(=O)NC2CCCC2)c1 (stereo not drawn) | / | 6.4%
19 | COc1ccc(OC)c(-c2cc(C(=O)Nc3c(C)nn(Cc4ccccc4C)c3C)no2)c1 | 1.7% | -4.1%
20 | COc1ccccc1NC(=O)c1c(C)cc(C)nc1SCC(=O)Nc1ccc(C)c(C)c1 | ? | 4.9%
21 | Cc1ccc(NC(=O)c2sc3nc(-c4cc5ccccc5oc4=O)[nH]c(=O)c3c2C)c(C)c1 | 0.6% | -11.6%
22 | Cc1ccccc1NC(=O)C1CCCN(S(=O)(=O)c2cnc[nH]2)C1 (stereo not drawn) | -2.3% | 3.2%
23 | O=C(Nc1ccc2oc(-c3ccncc3)nc2c1)c1ccccc1Cl | ? | -17.4%
24 | Cc1nc(Nc2ccccc2)c2nc(-c3ccccc3)n(CCN3CCOCC3)c2n1 | / | -7.9%

cpd | p53ts 32C tox | Imprint erasure
17 | 13.1% | -6.3%
18 | -0.8% | /
19 | -1.3% | -38.4%[inhibitor]
20 | ? | -7.8%[10.9 µM]
21 | 0.8% | -11.4%[10.9 µM]
22 | 0.8% | -6.0%
23 | -16.0% | -8.5%[10.9 µM]
24 | -2.7% | -9.2%

Already shown: an excerpt of the list.
cpd | SMILES | IkB signaling | p53ts 39C tox
17 | O=P(O)(O)CCP(=O)(c1ccccc1)c1ccccc1 | 1.7% | -5.9%
18 | Cc1ccc(C)c(N(C(=O)CS(=O)CC(=O)Nc2ccc3c(c2)OCO3)C(C)C(=O)NC2CCCC2)c1 (stereo not drawn) | / | 6.4%
19 | COc1ccc(OC)c(-c2cc(C(=O)Nc3c(C)nn(Cc4ccccc4C)c3C)no2)c1 | 1.7% | -4.1%
20 | COc1ccccc1NC(=O)c1c(C)cc(C)nc1SCC(=O)Nc1ccc(C)c(C)c1 | ? | 4.9%

cpd | p53ts 32C tox | Imprint erasure
17 | 13.1% | -6.3%
18 | -0.8% | /
19 | -1.3% | -38.4%[inhibitor]
20 | ? | -7.8%[10.9 µM]

(cont.)
cpd | SMILES | IkB signaling | p53ts 39C tox
25 | O=C(Nc1cccc(Br)c1)c1cc(-c2ccc3c(c2)OCCO3)on1 | ? | ?
26 | Cc1cc(NC(=O)c2ccc3c(c2)C(=O)N(C2CCCCC2)C3=O)no1 | -0.8% | 10.0%
27 | CCN1C(=O)C(Cc2nc3ccccc3c(=O)n2-c2ccc(OC)cc2)c2ccccc21 (stereo not drawn) | ? | -21.5%
28 | COCCNC(=O)CSCc1nc(-c2ccc(SC)cc2)oc1C | -4.0% | -25.4%
29 | COc1ccc(CCNCc2c(C(=O)O)c(C)n(Cc3cccc(C)c3)c2C)cc1OC | 0.1% | -4.7%
30 | COCC(=O)N1CCC2(CCCN(c3ccncc3)C2)CC1 | 3.8%[11.4 µM] | 0.9%
31 | CC(=O)Nc1ccc(S(=O)(=O)N2CCC(n3c(C)nc4cccnc43)CC2)cc1 | -1.1% | -11.3%
32 | Cc1cc2c(cc1S(=O)(=O)CCC(=O)N1CCCCC1C)OCC(=O)N2 (stereo not drawn) | ? | -5.4%

cpd | p53ts 32C tox | Imprint erasure
25 | ? | -41.7%[inhibitor][10.9 µM]
26 | -12.6% | -6.5%
27 | 9.7% | -9.8%[10.9 µM]
28 | -13.1% | -26.3%
29 | 1.3% | 5.1%[10.9 µM]
30 | -8.2% | /
31 | 8.5% | -12.0%[10.9 µM]
32 | -10.3% | 9.8%[10.9 µM]

New compounds follow
cpd | SMILES | IkB signaling | p53ts 39C tox
33 | CCOC(=O)c1ccc2c(c1)nc(SCc1cn3ccsc3n1)n2CC | -2.7% | -2.6%
34 | Oc1c(C(c2ccccc2F)N2CCN(Cc3ccccc3)CC2)sc2nc(-c3ccco3)nn12 (stereo not drawn) | 1.4% | 0.8%
35 | COc1cc(Cl)c(C)cc1NC(=O)c1cc2ccc3cccnc3c2[nH]1 | 1.9% | ?
36 | CCOc1ccc(NC(=O)CCn2c(-c3ccc(F)cc3)cc(C(C)=O)c2C)cc1 | ? | 3.9%
37 | COc1ccc(Br)cc1C(=O)Nc1ccc(-c2nc3cc(Cl)ccc3o2)cc1 | 7.2% | -7.9%
38 | CCCCN(CC)S(=O)(=O)c1cccc2cccnc12 | -0.4% | -5.0%
39 | O=C(c1cc(C2CC2)on1)N1CCN(C(c2ccccc2)c2ccccc2)CC1 | 4.8% | 33.5%[activator]
40 | Cc1cccc(-n2c(N)cc(=O)[nH]c2=S)c1C | -0.1% | 8.2%

cpd | p53ts 32C tox | Imprint erasure
33 | -8.4% | -23.6%
34 | 0.4% | -7.9%[10.9 µM]
35 | ? | 7.4%[10.9 µM]
36 | 4.9% | -13.3%[10.9 µM]
37 | 15.6% | -5.2%[10.9 µM]
38 | 7.9% | -16.2%
39 | 9.8% | -29.7%
40 | 3.5% | 7.4%

Of the compounds above, two have bromine:
cpd | SMILES | IkB signaling | p53ts 39C tox
25 | O=C(Nc1cccc(Br)c1)c1cc(-c2ccc3c(c2)OCCO3)on1 | ? | ?
37 | COc1ccc(Br)cc1C(=O)Nc1ccc(-c2nc3cc(Cl)ccc3o2)cc1 | 7.2% | -7.9%

cpd | p53ts 32C tox | Imprint erasure
25 | ? | -41.7%[inhibitor][10.9 µM]
37 | 15.6% | -5.2%[10.9 µM]

The listing continues.
cpd | SMILES | IkB signaling | p53ts 39C tox
41 | CCSc1nnc(NC(=O)c2cc(=O)c3cc(C)c(C)cc3o2)s1 | -4.0% | 5.2%
42 | Cc1ccc(Cl)cc1Nc1sc(C(=O)c2ccccc2)c(N)c1S(=O)(=O)c1ccccc1 | 1.0% | ?
43 | CCCCC[C@H](O)CCCC(=O)O | 2.9% | -15.3%
44 | CCOc1ccc(NC(=O)[C@H](Cc2ccccc2)N2Cc3ccccc3C2=O)cc1 | 0.2% | -21.4%
45 | CC(=O)c1cc(-c2ccccc2)n(CC(=O)N2CCC(N3CCCCC3)CC2)c1C | 1.4% | -8.2%
46 | O=C(NCc1noc2ccccc12)N1CCN(c2ccccc2)CC1 | 0.0% | -7.5%
47 | CCn1nccc1C(=O)Nc1cc(Cl)ccc1Cl | -1.1% | -0.2%
48 | Cc1ccc(S(=O)(=O)CCC(=O)OCC(=O)Nc2cc(C)on2)cc1 | 8.1% | 10.3%

cpd | p53ts 32C tox | Imprint erasure
41 | 4.3% | -10.3%[10.9 µM]
42 | -9.2% | 23.8%[10.9 µM]
43 | -10.7% | /
44 | -1.0% | -2.3%[10.9 µM]
45 | -5.6% | -7.6%
46 | -6.1% | -16.9%[10.9 µM]
47 | -5.7% | -10.7%
48 | -1.7% | -3.3%

Further compounds follow:
cpd | SMILES | IkB signaling | p53ts 39C tox
49 | COc1cc(C(=O)Nc2cccc(OCc3cc(=O)n4c(C)csc4n3)c2)cc(OC)c1OC | ? | 9.7%
50 | Cn1c(SCC(=O)N2CCCCC2)nnc1-c1ccc(S(=O)(=O)N2CCOCC2)cc1 | 0.7% | -3.2%
51 | O=C(CSc1nc(-c2ccccc2)cc(=O)[nH]1)N1CCOCC1 | 1.3% | 5.5%
52 | CCN(Cc1ccccc1)C(=O)CCc1c(C)nc2c(c(C)nn2-c2ccc(C)c(C)c2)c1C | ? | 5.5%
53 | COc1ccc(NC(=O)N2CC[C@@]3(CCCN(C(=O)c4cccn4C)C3)C2)cc1 | 4.5%[11.4 µM] | 1.5%
54 | CC(=O)c1ccc(NC(=O)c2ccc(NC(=O)CCS(=O)(=O)c3cccs3)cc2)cc1 | ? | ?
55 | CNc1nc(OC)nc(N2CCOCC2)n1 | 0.1% | 1.2%
56 | COc1ccc(C(=O)COC(=O)CN2C(=O)NC(C)(C)C2=O)cc1OC | -0.5% | -3.2%

cpd | p53ts 32C tox | Imprint erasure
49 | 11.8% | -13.7%[10.9 µM]
50 | 10.0% | -5.1%
51 | 0.5% | 1.6%
52 | 9.8% | -11.8%[10.9 µM]
53 | -1.0% | /
54 | -19.6% | -36.0%[inhibitor][10.9 µM]
55 | 0.1% | -9.1%
56 | 0.6% | -2.4%

(further entries)
cpd | SMILES | IkB signaling | p53ts 39C tox
57 | COC(=O)CSc1nc(NC(C)C)nc(N2CCOCC2)n1 | -0.2% | 7.5%
58 | Cc1cccc(CNC(=O)c2ccc3oc(=O)n(Cc4ccccc4)c3c2)c1 | 2.1% | 24.3%
59 | O=c1c(-c2ccc(F)cc2)nc2cnc(Nc3ccccc3)nc2n1Cc1cccs1 | -0.7%[11.4 µM] | -8.3%
60 | COC(=O)Nc1c(C(=O)OC)cc(OC)c(OC)c1OC | 1.0% | 2.3%
61 | COc1ccc(-c2nc3cc(C(C)C)ccc3o2)cc1NC(=O)c1ccc(C)c(Cl)c1 | ? | -4.4%
62 | CCN1CCN(c2nnc(-n3cccc3C(=O)Nc3cccc(OC)c3)s2)CC1 | -1.6% | -22.0%
63 | COC(=O)c1ccc(Nc2cc(C)nc3nc(C)nn23)cc1 | -0.3% | -1.1%
64 | CCN(CC)c1ccc(NC(=O)c2cc(C)nc3c2c(C)nn3-c2cccc(F)c2)c(C)c1 | 1.9% | 7.7%
65 | NC(=O)c1ccccc1NC(=O)Cn1nc(Cc2cccnc2)c2ccccc2c1=O | ? | -4.4%
66 | CC(C)N(C(=O)CSc1nnc(-c2cc3ccccc3cc2O)n1Cc1ccco1)C(C)C | ? | -1.8%

cpd | p53ts 32C tox | Imprint erasure
57 | 17.8% | -2.5%
58 | 1.4% | 5.2%[10.9 µM]
59 | -22.8% | /
60 | -2.2% | 0.6%
61 | 1.5% | -9.2%[10.9 µM]
62 | -10.9% | 12.2%[10.9 µM]
63 | -1.9% | -24.7%
64 | 2.2% | -4.1%[10.9 µM]
65 | 5.6% | -5.6%[10.9 µM]
66 | 8.5% | -16.3%

Bioassay records (PubChem BioAssay)
